# OX1R antag: OX1R (HCRTR1) antagonists, primary screen, fluorescence, CHO/OX1R cells, Fluo-8 calcium, orexin A. Orexin/Hypocretin receptor type 1 (Homo sapiens), O43613. Fluo-8 calcium fluorescence. inhibition, % at 5 µM. hit rate 0.43% among 330,000;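 active = inhibition above its plate's threshold, mean inhibition of all tested compounds on the plate plus 3 SD, cut at about 37% in these data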;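 also: 0% = orexin A challenge wells and 100% = SB-334867-A antagonist wells; not every result past the cut was called active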
# Target sequence (O43613 whole entry, looked up): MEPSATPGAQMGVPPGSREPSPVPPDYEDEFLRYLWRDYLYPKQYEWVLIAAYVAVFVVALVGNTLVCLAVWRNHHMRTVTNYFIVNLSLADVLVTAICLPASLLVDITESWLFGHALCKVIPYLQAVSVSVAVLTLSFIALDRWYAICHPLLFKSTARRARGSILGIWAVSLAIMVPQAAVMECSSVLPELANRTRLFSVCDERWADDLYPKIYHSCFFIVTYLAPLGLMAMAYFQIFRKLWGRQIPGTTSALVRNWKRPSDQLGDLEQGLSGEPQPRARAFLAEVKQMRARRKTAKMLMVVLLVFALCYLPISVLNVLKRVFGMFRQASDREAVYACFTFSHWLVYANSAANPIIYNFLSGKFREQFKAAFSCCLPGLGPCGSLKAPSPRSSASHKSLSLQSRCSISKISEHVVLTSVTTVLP
# CHT PAM: CHT positive allosteric modulators, primary screen, cell-based, membrane potential dye, choline EC20. High affinity choline transporter 1 (Homo sapiens), Q9GZV3. CHT-expressing cells; active compounds read high; LV-AA mutant CHT in HEK293 cells. B-score at 10 µM. hit rate 0.49% among 310,000;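 active = initial fluorescence not abnormally high and integrated response B-score, plate-corrected, over 3 SD above library mean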
# Target sequence (Q9GZV3 whole entry, looked up): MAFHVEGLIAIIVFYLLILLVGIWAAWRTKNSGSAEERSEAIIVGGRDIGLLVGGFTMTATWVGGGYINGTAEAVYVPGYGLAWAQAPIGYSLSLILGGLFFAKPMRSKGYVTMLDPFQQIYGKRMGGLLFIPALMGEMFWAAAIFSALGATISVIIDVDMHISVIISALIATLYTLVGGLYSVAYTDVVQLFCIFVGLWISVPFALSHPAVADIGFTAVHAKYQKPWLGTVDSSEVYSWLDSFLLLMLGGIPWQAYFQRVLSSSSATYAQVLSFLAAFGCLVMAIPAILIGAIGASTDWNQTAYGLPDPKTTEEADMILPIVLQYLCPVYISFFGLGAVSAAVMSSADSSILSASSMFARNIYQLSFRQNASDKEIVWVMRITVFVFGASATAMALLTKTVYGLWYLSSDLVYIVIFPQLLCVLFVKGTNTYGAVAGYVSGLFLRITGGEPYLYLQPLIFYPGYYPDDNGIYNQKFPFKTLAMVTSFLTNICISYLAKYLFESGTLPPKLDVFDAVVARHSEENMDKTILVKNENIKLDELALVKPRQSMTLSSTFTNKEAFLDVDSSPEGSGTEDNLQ
# * = called active by the depositor; i = inactive; . = no result given.
SMILES,OX1R antag,CHT PAM
CCC(CO)Oc1cc(NC(=O)c2ccccc2F)c2ncn(C(C)C)c2c1 (configuration not stated),-15,.
COc1ccc(/C=C2\N=C(c3ccc(C)cc3)OC2=O)cc1,-16,i
O=C(CN1CCN(c2ccccc2)CC1)NCc1ccc(F)cc1,-10,i
CNC[C@@H]1Oc2ccc(NS(=O)(=O)c3ccc(Cl)cc3)cc2C(=O)N([C@H](C)CO)C[C@@H]1C,0,.
Cc1ccccc1OCc1csc(N)n1,4,i
CCCN(CCC)C(=O)CC(c1ccccc1)c1ccc(C)cc1O (configuration not stated),-21,i
COc1ccc(C)cc1N(CC(=O)NC(C)c1ccccc1)S(C)(=O)=O (configuration not stated),-4,i
O=C1NN(c2ccc(F)cc2)C(=O)/C1=C\C=C\c1ccco1,-3,i
N#C/C(=C\c1ccccc1)c1n[nH]c(Cn2cncn2)n1,-3,i
OCCC1CN(Cc2nc3ccccc3s2)CCN1C1CCCCC1 (configuration not stated),-21,i
CN(Cc1ccc(-n2cccn2)cc1)Cc1nc(-c2cnccn2)no1,-13,i
Cc1ccc(-c2n[nH]c(=O)c3ccccc23)cc1S(=O)(=O)Nc1ccc(F)cc1,-11,i
Cc1[nH]c2ccccc2c1C(=O)C(=O)NC1CC1,-15,i
Cc1ccc(S(=O)(=O)N2CCOCC2)cc1NC(=O)COc1ncnc2ccccc12,-12,i
Cn1c(N)c(C(=O)CSc2ccccn2)c(=O)n(C)c1=O,1,i
CCOC(=O)C1CCCN(C2CC(=O)N(c3ccc(C(C)C)cc3)C2=O)C1 (configuration not stated),-25,i
Cc1ccc(NC2CCCN(C(=O)c3cccc4nccnc34)C2)cc1C (configuration not stated),-4,i
Cc1ccc(NC(=O)c2cccc(-n3cnnn3)c2)cc1Cl,-7,.
COc1[nH]c(/N=C/c2ccccc2)c(C#N)c1C#N,-15,i
O=C(Nc1nc2c(s1)CN(Cc1ccccc1)CC2)C1CCC1,-22,i
CCOc1ccc2oc(=O)cc(CN3CCN(Cc4ccccc4)CC3)c2c1,-16,i
Cc1ccc(C(=O)Nc2ccnc(-c3cccnc3)n2)cc1,-34,i
CCOc1ccc(-n2c(C)nc3cc(C(=O)NCCCN4CCOCC4)ccc32)cc1,-29,i
Cn1c(Nc2ccc(Cl)cc2)cc(=O)n(C)c1=O,-15,i
CC(C)C(NC(=O)c1c(F)cccc1F)C(=O)N1CCN(S(=O)(=O)/C=C/c2ccccc2)CC1 (configuration not stated),-26,.
# The list continues.
SMILES,OX1R antag,CHT PAM
COC(=O)C(Cc1ccccc1)NC(=O)c1ccc(C)cc1 (configuration not stated),6,i
CCNC(=S)NNC(=O)c1cccc(Br)c1,-7,i
COc1ccc(CCOC(=O)CNC(=O)c2ccc(Cl)cc2Cl)cc1,-16,i
O=C(c1ccccc1N(Cc1ccccc1)S(=O)(=O)c1ccccc1)N1CCOCC1,-9,i
O=C(/C=C/c1ccccc1)NNC(=O)c1cccc(Cl)c1,1,i
Cc1ccc(NC2=C(Cl)C(=O)OC2OC(=O)c2ccc(C)cc2)cc1 (configuration not stated),1,i
OC(COc1ccc(Cl)cc1)CN1CCN(c2ccccn2)CC1 (configuration not stated),-8,i
COC(=O)c1nn(-c2ccccc2)c(=O)cc1Oc1ccccc1,-17,i
COc1ccc(S(=O)(=O)N(C)C[C@H]2Oc3ccc(NC(=O)c4ccncc4)cc3C(=O)N([C@H](C)CO)C[C@@H]2C)cc1,-8,.
COCCN1Cc2cccc(C(=O)Nc3c(C)cccc3C)c2C1=O,-24,i
CC(=O)c1ccc(N(C(=O)c2csnn2)C(C(=O)NC2CCCC2)c2ccccc2)cc1 (configuration not stated),-40,i
CC(Oc1cc2oc(=O)c3c(c2cc1Cl)CCCC3)C(=O)NCc1cccnc1 (configuration not stated),-9,i
O=C(CN1CCOc2ccccc21)N1CCN(c2cccc(Cl)c2)CC1,-26,i
CC(SCc1ccccc1)C(=O)Nc1ccccc1 (configuration not stated),-27,i
COc1ccc(CCOC(=O)c2cccc(NC(C)=O)c2)cc1,-4,i
COc1ccc(CCNC(=O)c2ccc(CN3CCOCC3)cc2)cc1,-6,i
C=CCn1c(SCc2c(C)noc2C)nnc1C1COc2ccccc2O1 (configuration not stated),-20,i
COc1ccccc1CNCc1ccc(OC)c2ccccc12,-6,i
COC(=O)[C@]1(CC(C)C)N[C@H](c2ccc(-c3ccc(C(C)=O)cc3)cc2)[C@@H]2C(=O)N(C)C(=O)[C@@H]21,-19,.
CCCCn1nc(C(=O)Nc2ccc3c(c2)OCO3)c2ccccc2c1=O,-30,.
Cc1ccccc1C(=O)NNC(=O)C1CC(=O)N(Cc2ccccc2)C1 (configuration not stated),0,i
CCOc1ccc(NC(=O)CNC(=O)c2cccs2)cc1,-6,i
Cc1ccccc1-c1nnc(SCC(=O)Nc2ccc3c(c2)OCCO3)n1N,-22,i
O=C(Nc1ccc2c(c1)OCCO2)c1c[nH]c(=O)n(-c2ccc(F)c(Cl)c2)c1=O,-21,i
CSCC[C@H](NC(=O)[C@@H]1Cc2ccccc2CN1)C(=O)NC(C)c1ccccc1 (some centres not stated),6,i
# Continued:
SMILES,OX1R antag,CHT PAM
CCOC(=O)/C(C)=N/NC(=O)c1cccc([N+](=O)[O-])c1,-2,i
COc1ccc(OCC(O)CN2C(=O)NC(C)(C)C2=O)cc1 (configuration not stated),-9,i
CCCS(=O)(=O)n1nc(-c2ccc(C)cc2)cc1N,-11,i
c1ccc(CSc2ccc(-c3cccnc3)nn2)cc1,-3,i
N#CC1=C(N)NC(=S)C(C(N)=O)C1c1ccc(Cl)cc1Cl (configuration not stated),-7,i
O=C(COC(=O)CNC(=O)c1ccc(Cl)cc1Cl)NC1CCCCC1,.,i
COCCNC(=S)N/N=C(\C)c1cccc([N+](=O)[O-])c1,-2,i
Cc1ccc(OS(=O)(=O)c2cn(C)c(=O)n(C)c2=O)cc1C,-20,i
COc1cc(/C=N/NC(=O)c2ccc(N)cc2)ccc1OC(=O)c1cccc(C)c1,.,i
O/N=C(/CN(O)/C=C1/C=CC=N1)c1cccs1,-24,i
O=C(Nc1ccnn1C1CCN(CCCc2ccccc2)CC1)c1ccccc1Cl,-14,i
Cn1nc2c3ccccc3n(Cc3ccc(F)cc3)c2nc1=S,-11,i
COc1ccc2oc(C(=O)OCC(=O)N(C)CC(=O)Nc3ccc(F)cc3)c(C)c2c1,-5,i
O=c1[nH]c(CN2CCN(c3ccccc3O)CC2)nc2ccccc12,-41,i
COC(=O)N1CC(c2ccccc2)CC1=O (configuration not stated),2,i
Cc1cc(OCC(=O)OCC(=O)NCc2ccco2)ccc1Cl,-11,i
Cc1ccc(NC(=O)c2cc(S(=O)(=O)N3CCCCC3)c[nH]2)cc1F,1,i
O=C(CNC(=O)C1CCCCC1)NNC(=O)c1ccc(Cl)cc1Cl,-8,i
C/C(N)=C(/C#N)C(=O)CSc1nc2ccccc2n1CC(C)C,-51,i
Oc1ccccc1-c1nc(N2CCN(Cc3ccccc3)CC2)c2ccccc2n1,-9,i
COc1ccc(-n2cc(-c3ccccc3)c3c(=O)[nH]cnc32)cc1,-19,i
Cc1ccc(OCC(O)CN2CCOCC2)cc1C (configuration not stated),-2,i
CCOc1ccccc1NC(=O)NNC(=O)CCc1ccc(OC)cc1,.,i
O=C(NCc1ccc(Cl)cc1)C(=O)c1cn(CC(=O)N2CCOCC2)c2ccccc12,-25,i
COc1ccc(NC(=O)CN(C)C(=O)c2ccccc2OCC(=O)Nc2cccc(C(F)(F)F)c2)cc1,-13,i
# Next results follow:
SMILES,OX1R antag,CHT PAM
O=C(CSCc1ccc(Br)cc1)N1CCOCC1,-14,i
COC(=O)CC(=O)CSc1nc2c(cc1C#N)CCC2,8,i
Cc1ncc(N=Nc2ccccc2)c(-c2ccccc2)n1,-30,i
O=C(NNC(=O)c1ccccc1Cl)c1cccnc1,-14,i
COC(=O)C(O)(CC(=O)c1ccc(OC)cc1)C(F)(F)F (configuration not stated),3,i
CC(C)(C)c1ccc(OCc2ccc(C(=O)NCc3cccnc3)o2)cc1,20,i
Cc1cc(C)c2cc(CN(CCCN(C)C)C(=S)NCc3ccccc3)c(=O)[nH]c2c1,-34,i
Cc1ccc(NC(CNS(=O)(=O)c2ccc(Cl)cc2)c2ccccc2)cc1 (configuration not stated),34,i
CCN(CC)CCSc1nnc2c3ccccc3n(CCc3ccccc3)c2n1,-38,8.5*
COc1ccc2sc(-c3ccccc3OC)c(-c3ccc(OCCN(C)C)cc3)c2c1,25,.
COc1cccc(N/C(=N/C(=S)Nc2ccc(C)cc2C)Nc2nc(C)cc(C)n2)c1,-29,i
CC(=O)c1ccc(NC(=O)CN2c3cccc4cccc(c34)S2(=O)=O)cc1,-3,.
COc1ccccc1NC(=O)CC1S/C(=N/N=C2\CCCc3ccccc32)NC1=O (configuration not stated),20,i
CCn1c(=O)cc(OCC(=O)NCc2cccs2)c2ccccc21,-18,i
O=C(CN1C(=O)c2ccccc2S1(=O)=O)Nc1ccc(S(=O)(=O)N2CCCC2)cc1,2,i
CC(C)N1CCc2c(sc(NC(=O)c3ccc(S(=O)(=O)N4CCOCC4)cc3)c2C#N)C1,8,i
O=C(Cn1cnc2c(nnn2Cc2ccc(Cl)cc2)c1=O)c1ccccc1,-13,i
CC1CC(C)CN(S(=O)(=O)c2ccc(NC(=O)[C@@H]3CCCN3C(=O)c3cccs3)cc2)C1 (some centres not stated),-16,.
NS(=O)(=O)c1ccc(NC(=S)NC2CCCC2)cc1,10,i
O=C(NCCN1CCCCCC1)c1ccc(N2CCCC2=O)cc1,-14,i
COc1ccc(CCCc2nnc(SCC(=O)NN)o2)cc1,-25,i
O=C(CN1C(=O)C2CC=CCC2C1=O)Nc1nc2ccccc2s1 (configuration not stated),-18,i
CC(=O)NC(c1ccco1)c1cc(Cl)c2ccc(Cl)nc2c1O (configuration not stated),-19,.
CCc1[nH]c(=O)c(C#N)c2c1CSC(C)(C)C2,9,i
C/C=C/c1ccc(OC)c(OC(C)=O)c1,0,i

# 14 entries already listed, sorted by number of heavy atoms, falling.
SMILES,OX1R antag,CHT PAM
CC1CC(C)CN(S(=O)(=O)c2ccc(NC(=O)[C@@H]3CCCN3C(=O)c3cccs3)cc2)C1 (some centres not stated),-16,.
COc1cccc(N/C(=N/C(=S)Nc2ccc(C)cc2C)Nc2nc(C)cc(C)n2)c1,-29,i
O=C(CN1C(=O)c2ccccc2S1(=O)=O)Nc1ccc(S(=O)(=O)N2CCCC2)cc1,2,i
CCN(CC)CCSc1nnc2c3ccccc3n(CCc3ccccc3)c2n1,-38,8.5*
Cc1ccc(NC(CNS(=O)(=O)c2ccc(Cl)cc2)c2ccccc2)cc1 (configuration not stated),34,i
O=C(CN1C(=O)C2CC=CCC2C1=O)Nc1nc2ccccc2s1 (configuration not stated),-18,i
CC(=O)NC(c1ccco1)c1cc(Cl)c2ccc(Cl)nc2c1O (configuration not stated),-19,.
COc1ccc(CCCc2nnc(SCC(=O)NN)o2)cc1,-25,i
Cc1ncc(N=Nc2ccccc2)c(-c2ccccc2)n1,-30,i
COC(=O)CC(=O)CSc1nc2c(cc1C#N)CCC2,8,i
O=C(NNC(=O)c1ccccc1Cl)c1cccnc1,-14,i
O=C(CSCc1ccc(Br)cc1)N1CCOCC1,-14,i
CCc1[nH]c(=O)c(C#N)c2c1CSC(C)(C)C2,9,i
C/C=C/c1ccc(OC)c(OC(C)=O)c1,0,i

# Later entries
SMILES,OX1R antag,CHT PAM
COCCN(CC(=O)Nc1cccc(C)c1C)C(=O)c1oc2ccccc2c1C,-11,.
O=C(Cc1cccs1)NNC(=O)C12CC3CC(CC(C3)C1)C2,-6,i
CNC(=O)c1[nH]cnc1C(=O)NCC(=O)OCc1ccccc1,-26,i
O=C(NCC(O)c1ccc([N+](=O)[O-])cc1)C1=COCCO1 (configuration not stated),19,.
c1ccc(OCc2nn3c(-c4ccccn4)nnc3s2)cc1,-19,i
CCOCCn1c(SCCc2ccccc2)nc2c1c(=O)[nH]c(=O)n2C,-12,i
Cc1ccc(Sc2sc(=O)n(C)c2S(=O)(=O)c2ccc(C)cc2)cc1,-15,i
O=C(Nc1nncs1)C1(c2ccccc2)CCCC1,-10,i
Cc1cc(=O)[nH]c(N2CCN(C(c3ccccc3)c3ccccc3)CC2)n1,-4,i
Cc1ccc(NC(=S)N2CCCC2)cc1,10,i
O=C(CN1CCN(S(=O)(=O)c2ccccc2)CC1)Nc1ccc(Cl)c(Cl)c1,-1,i
COc1cccc(-n2c(-c3ccccc3)c[nH]c2=S)c1,6,i
Cc1ccc(NS(=O)(=O)c2c(C(=O)N3CCCC3)c(C)n(C)c2C)cc1,-19,i
O=C(Cn1cnc2c(NCc3ccccc3)ncnc21)NCc1ccc2c(c1)OCO2,4,.
CCOC(=O)Cn1nnc(-c2ccc(S(C)(=O)=O)cc2)n1,-22,i
CC(=O)N1N=C(c2cccc([N+](=O)[O-])c2)OC1c1ccc(Br)cc1 (configuration not stated),0,i
CCn1cc(C(=O)N[C@H](C(=O)NCCCn2ccnc2)C(C)C)c(=O)c2cc3c(cc21)OCO3,4,i
COc1ccc(-n2cc(-c3ccccc3)c3c(N4CC(C)OC(C)C4)ncnc32)cc1 (configuration not stated),-39,i
CN(C)c1cccc2cccc(N(C)C)c12,9,i
O=C(c1ccc([N+](=O)[O-])cc1)N1CCN(Cc2ccccc2[N+](=O)[O-])CC1,1,i
COc1ccc(CCNC(=O)c2ccc(NC(=O)CC3SC(N4CCCC4)=NC3=O)cc2)cc1 (configuration not stated),-19,i
O=C(COC(=O)c1cc(Br)ccc1O)c1ccc(F)cc1,-23,.

# Sorted by the number under OX1R antag (falling): 3 of the compounds above.
compound | OX1R antag
O=C(Cn1cnc2c(NCc3ccccc3)ncnc21)NCc1ccc2c(c1)OCO2 | 4
COc1ccc(CCNC(=O)c2ccc(CN3CCOCC3)cc2)cc1 | -6
CC(=O)NC(c1ccco1)c1cc(Cl)c2ccc(Cl)nc2c1O (configuration not stated) | -19

# Assay outcomes (PubChem)
